Screening results deposited in PubChem by several laboratories.
PG9 binder = binds the HIV-1 gp120 antibody PG9; TR-FRET gp120-PG9 antibody binding; inhibition, % at 6.7 µM; 360,000 compounds, 0.43% hits; in the data active = inhibition above about 8.5%
ADAM10 inh = inhibitors of human ADAM10 | O14672 | recombinant ADAM10, EDANS/DABCYL FRET peptide cleavage, 3 h | inhibition, % at 7 µM | 370,000 compounds, 0.62% hits | AID 720582;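 active = inhibition above a per-campaign cutoff equal to the mean of compounds falling between control-based bounds plus 3 SD, cut at about 20% in these data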;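 also: 0% = DMSO wells while the 100% control is not disclosed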
ADAM17 inh = inhibits human ADAM17 | recombinant ADAM17, EDANS/DABCYL FRET peptide cleavage | 370,000 compounds, 0.83% hits | P78536 | inhibition, % at 6.95 µM | AID 720648;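 active = inhibition above the mean of compounds lying between control limits plus 3 SD, set per campaign, cut at about 8.5% in these data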;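 also: 0% = DMSO-only wells as the low control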
hcDAF-12 act = activates DAF-12 receptor from parasite H. contortus. HEK293 hcDAF-12 lit1-tk-luc reporter, luminescence; 0% DMSO, 100% Δ7-dafachronic acid. activation, % at 6.8 µM. 370,000 compounds, 1.4% hits;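 active = activation above the mean of all tested compounds plus 3 SD, cut at about 5.5% in these data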;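 also: 100% = response to 3 µM Δ7-dafachronic acid high control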
ssDAF-12 act = activates DAF-12 receptor from parasite S. stercoralis; activation, % at 6.8 µM; HEK293 ssDAF-12/GRIP1 lit1-tk-luc reporter, luminescence; % of 3 µM dafachronic acid response; 370,000 compounds, 1% hits;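 active = activation above the mean over all tested compounds plus 3 SD, cut at about 0.9% in these data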;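 also: 0% = DMSO-only wells and 100% = 3 µM delta7-dafachronic acid wells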
DAX1 inh-1 = blocks DAX1 repression of SF-1 activated StAR promoter | HEK293T StAR-luciferase reporter, SF-1/DAX-1 repression relief | inhibition, % at 6.8 µM | 370,000 compounds, 1.1% hits | AID 652010;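 active = inhibition above the mean over all tested compounds plus 3 SD, cut at about 3.6% in these data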;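 also: 0% = DAX-1 cells with DMSO and 100% = cells lacking DAX-1 with DMSO; higher inhibition means more luminescence from relief of DAX-1 repression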
DAX1 inh-2 = inhibits human nuclear receptor DAX1. P51843. 340,000 compounds, 0.99% hits. inhibition, % at 6.75 µM. HEK293 Gal4-DAX1 luciferase reporter, luminescence. AID 504766;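 active = inhibition above the mean over all tested compounds plus 3 SD, cut at about 4.2% in these data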;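 also: 0% = DAX1-transfected cells with DMSO and 100% = empty-vector control cells with DMSO; inhibition shows as a rise in luminescence from relieved DAX1 repression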
GAA850 FXN act = frataxin GAA850 promoter activation. HEK293 lucGAA850 FXN promoter luciferase reporter, 24 h; percent of 10 µM SAHA response. activation, % at 6 µM. 360,000 compounds, 0.56% hits. AID 540364;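 active = activation above the average of all compounds screened plus 3 SD, cutoff fixed separately per campaign, cut at about 7.5% in these data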;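 also: 0% = DMSO wells and 100% = 10 µM SAHA wells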
NPR1 activator = GC-A (human) enzyme activation | activation, % at 10 µM | HEK293 GC-A cells, cGMP TR-FRET, EC30 ANP; 0% at EC30 ANP, 100% saturating ANP | P16066 | 370,000 compounds, 0.14% hits; in the data active = activation above about 40%
Target sequence (P16066 whole entry, looked up): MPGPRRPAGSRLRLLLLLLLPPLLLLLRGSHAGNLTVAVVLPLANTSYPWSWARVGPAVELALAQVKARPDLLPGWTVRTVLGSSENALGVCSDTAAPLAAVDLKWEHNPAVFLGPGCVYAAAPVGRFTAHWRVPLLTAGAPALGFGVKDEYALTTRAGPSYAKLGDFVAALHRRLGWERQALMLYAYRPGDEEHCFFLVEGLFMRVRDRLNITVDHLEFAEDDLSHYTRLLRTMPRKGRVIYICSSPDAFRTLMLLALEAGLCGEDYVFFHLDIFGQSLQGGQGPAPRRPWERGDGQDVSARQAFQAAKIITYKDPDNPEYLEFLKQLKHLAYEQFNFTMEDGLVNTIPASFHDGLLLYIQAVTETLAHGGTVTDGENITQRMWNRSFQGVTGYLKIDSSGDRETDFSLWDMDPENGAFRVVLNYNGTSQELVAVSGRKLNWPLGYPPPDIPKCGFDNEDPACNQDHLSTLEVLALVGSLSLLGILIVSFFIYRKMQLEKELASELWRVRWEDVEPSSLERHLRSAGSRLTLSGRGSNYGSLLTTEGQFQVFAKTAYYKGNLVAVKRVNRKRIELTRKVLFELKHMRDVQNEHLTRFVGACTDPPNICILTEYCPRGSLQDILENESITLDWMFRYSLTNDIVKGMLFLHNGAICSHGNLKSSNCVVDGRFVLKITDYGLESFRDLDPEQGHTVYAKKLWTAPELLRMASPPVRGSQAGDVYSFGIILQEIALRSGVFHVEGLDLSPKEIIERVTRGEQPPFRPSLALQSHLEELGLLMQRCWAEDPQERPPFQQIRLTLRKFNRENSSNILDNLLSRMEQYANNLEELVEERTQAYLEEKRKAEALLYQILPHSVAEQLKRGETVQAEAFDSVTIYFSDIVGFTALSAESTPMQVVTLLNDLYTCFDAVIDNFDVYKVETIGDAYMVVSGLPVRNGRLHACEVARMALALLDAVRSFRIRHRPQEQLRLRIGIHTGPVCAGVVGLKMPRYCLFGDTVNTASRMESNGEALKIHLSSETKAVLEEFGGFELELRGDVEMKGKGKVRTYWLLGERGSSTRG
hgDAF-12 ag = hgDAF-12 agonism, primary luciferase screen; HEK293 GAL4-hgDAF12 UAS-luciferase reporter, agonist luminescence; normalized to butyrate control; activation, % at 6.8 µM; 370,000 compounds, 1.8% hits; AID 687014;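 active = activation above a cutoff set at the mean of all screened compounds plus 3 SD, cut at about 10% in these data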;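 also: 0% = DMSO wells and 100% = sodium butyrate wells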
SMARCA2 activ = activators of SMARCA2 function. MG213 cells, MMTV-luciferase reporter, dexamethasone, overnight. activation, % at 9.1 µM. 370,000 compounds, 1% hits. AID 652017; in the data active = activation above about 7.8%;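 also: 0% = vehicle wells and 100% = reference activator wells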
The depositor's hits bear a star; i = inactive; nt = no result given.

SMILES	PG9 binder	ADAM10 inh	ADAM17 inh	hcDAF-12 act	ssDAF-12 act	DAX1 inh-1	DAX1 inh-2	GAA850 FXN act	NPR1 activator	hgDAF-12 ag	SMARCA2 activ
CCc1nonc1NC(=O)c1oc2cc(C)c(C)cc2c1C	-0.7	-2.1	-5.3	-2.4	-0.8	-0.2	0.7	3.2	4.4	2.9	2.2
CN(C)CCCNC(=O)C(=O)NCC1CCCO1 (configuration not stated)	0.6	7.0	0.0	-1.9	-0.9	1.6	1.1	0.7	1.1	4.4	-4.4
CC1CCN(C(=O)CSc2nc3c(c(=O)n2C)SC(C)C3)CC1 (configuration not stated)	-1.1	-1.5	2.2	-1.6	-1.6	0.5	-0.2	1.6	-4.0	0.2	-1.4
O=C(NCc1ccco1)c1ccc(Cl)c(S(=O)(=O)N2CCOCC2)c1	-1.1	-3.8	-1.8	-0.2	-0.6	0.9	1.4	-1.4	0.4	-1.1	-1.7
COc1ccc(C(c2c(NC(=O)c3ccco3)sc(C)c2C)N2CCOCC2)cc1 (configuration not stated)	-0.2	-1.2	-7.2	-3.3	-2.1	-5.0	0.5	-3.6	-26.2	-8.7	-2.9
Cc1ccc2nc(/C(C#N)=C\c3ccc(N4CCOCC4)o3)[nH]c2c1	-16.2	-117.8	-39.5	4.0	0.6	-0.5	0.5	2.7	9.3	1.0	-0.1
Cc1c(C(=O)NCc2ccc3c(c2)OCCO3)sc(=O)n1Cc1ccccc1C#N	-1.2	-2.5	-1.3	-2.4	-1.4	-1.6	nt	-0.3	-28.6	0.4	-0.8
CCCCOc1cc(=O)[nH]c(=O)[nH]1	0.2	-7.5	-5.8	-1.2	-1.2	-0.4	-0.4	1.9	1.8	0.8	-6.1
CC(C)(C)NC(=O)C(c1ccc(O)cc1)N(C(=O)CCC(=O)Nc1ccccn1)c1ccc(F)cc1 (configuration not stated)	-3.3	4.7	1.8	-0.5	-1.0	0.3	-1.9	1.9	-7.9	-0.1	-0.9
COc1ccc(NC(=O)CNCc2cccs2)c(OC)c1	-1.0	-8.3	-0.9	-1.9	-1.2	-0.1	0.9	0.5	-0.1	0.8	0.4
COc1ccc2[nH]c3c(c2c1)CCN1C(=O)C(CC(=O)NCC24CC5CC(CC(C5)C2)C4)C[C@H](C(=O)N(C(C)C)C(C)C)[C@@]31C (some centres not stated)	-1.5	-3.5	1.3	-1.0	-1.0	-0.9	-0.6	0.9	9.4	-3.0	-5.5
CCN(CC(=O)Nc1c(F)cccc1F)C(=O)C1CCN(S(=O)(=O)c2ccccc2C(=O)OC)CC1	-1.4	-8.3	2.1	-1.1	-1.3	1.8	2.3	1.4	0.6	-0.6	-1.1
O=C(O)/C=C/c1ccc(S(=O)(=O)Nc2ccccc2C(=O)Nc2ccc(F)cc2)cc1	-0.5	9.8	-3.7	-0.8	-1.4	0.8	0.4	1.6	2.2	2.9	-4.0
CC(C)c1ccc2[nH]c(O)c(N=NC(=O)c3cccc(S(=O)(=O)Nc4cccc(Cl)c4)c3)c2c1	-0.2	3.0	-0.3	0.5	-1.9	0.4	0.2	-1.6	-2.0	0.0	4.2
CC(CN1CCN(CC(C)C(=O)c2ccccc2)CC1)C(=O)c1ccccc1 (configuration not stated)	-1.0	-0.6	-0.2	5.2	-1.6	-0.1	-0.6	0.7	-2.0	-0.2	-0.4
Clc1ccccc1CSc1nnc(Cn2cnc3ccccc32)n1-c1ccccc1	0.9	2.8	-1.5	-2.7	-1.3	-0.1	-0.6	1.4	-8.8	-1.9	-1.8
CCOC(=O)C1(O)CC(C)=NN1C(=O)c1cccc(Br)c1 (configuration not stated)	-0.1	-1.4	0.0	-0.6	-1.6	0.1	-1.4	1.2	6.0	1.0	-1.2
CN(Cc1cccc(Cl)c1Cl)C(=O)c1ccccc1SCC(=O)N1CCCC1	0.0	-7.7	-3.1	-1.2	-1.0	-0.3	-2.0	-2.7	0.9	-3.5	-4.4
COc1ccccc1CN1C(=O)C(=O)N(Cc2cccc(C)c2)C1=O	0.7	-6.9	-3.0	0.2	-0.9	-0.6	-0.3	2.2	0.1	-1.3	-5.1
CC1(Cc2cccc(C(F)(F)F)c2)C(=O)Nc2c(Cl)ccc(Cl)c21 (configuration not stated)	-1.2	13.4	5.1	-1.6	-1.8	-0.4	nt	-0.1	-4.3	-2.2	-1.4
Nc1nc(CN2CCN(Cc3ccccc3)CC2)nc(N2CCCc3ccccc32)n1	-3.0	-1.6	-0.5	-1.0	-1.3	-0.1	-0.7	2.8	-4.0	0.1	3.2
Cc1cc(=O)oc2cc(OCC(=O)NC3CCCCC3)c(Cl)cc12	-4.2	-101.5	-34.9	-2.1	-1.2	-0.5	-0.2	-1.0	0.3	-1.9	-2.9
COc1cc(/C=N/NC(=O)c2ccncc2)ccc1OC(=O)c1cccc(F)c1	-0.8	5.0	-1.1	-1.5	-0.6	0.1	0.4	-0.7	2.1	-0.4	-1.4
CC(C)(C)n1ncc2c(=O)n(CC(=O)NCc3ccccc3Cl)cnc21	0.6	8.4	-2.4	6.1*	0.0	2.3	-0.3	2.6	-1.2	9.5	3.6
Cc1cc(=O)[nH]c(SCC(=O)Nc2ccccc2C#N)c1C#N	-1.4	-6.7	0.5	-1.0	-0.8	0.4	0.8	0.5	1.2	-3.5	-1.2
CC1(C)CC(=O)c2sc(N3CCCCC3)nc2C1	0.2	9.8	-1.6	1.0	-0.1	0.9	2.5	5.3	0.9	4.3	3.6
Fc1ccc(Oc2cnns2)cc1	-3.0	9.9	2.7	1.5	-1.2	-0.2	2.3	1.1	3.8	5.6	-2.6
COc1ccc(N(CC(=O)Nc2cc(C)on2)S(=O)(=O)c2ccc(Cl)cc2)cc1	-2.6	10.3	2.5	-0.5	-1.2	-0.2	1.2	0.8	-4.8	0.9	0.3
CCOC(=O)c1ccc(NC(=O)CSc2nnc(NC(=O)c3ccc(S(=O)(=O)N4CCOCC4)cc3)s2)cc1	0.9	-8.7	-4.0	-1.7	-1.2	0.4	-1.2	1.1	1.5	1.4	-2.9
CCOC(=O)c1sc2c(c1C)c(=O)n(CCO)c(=O)n2Cc1ccccc1	-1.6	-2.3	0.4	-2.6	-1.8	0.0	-1.0	2.0	12.0	1.6	-3.1

Some entries already given, reduced to DAX1 inh-1 and ADAM10 inh.
structure,DAX1 inh-1,ADAM10 inh
Cc1cc(=O)oc2cc(OCC(=O)NC3CCCCC3)c(Cl)cc12,-0.5,-101.5
CCOC(=O)c1sc2c(c1C)c(=O)n(CCO)c(=O)n2Cc1ccccc1,0.0,-2.3
COc1cc(/C=N/NC(=O)c2ccncc2)ccc1OC(=O)c1cccc(F)c1,0.1,5.0

(cont.)
SMILES	PG9 binder	ADAM10 inh	ADAM17 inh	hcDAF-12 act	ssDAF-12 act	DAX1 inh-1	DAX1 inh-2	GAA850 FXN act	NPR1 activator	hgDAF-12 ag	SMARCA2 activ
O=C(CN1c2ccccc2Sc2ccccc21)NNC(=O)Nc1ccc(Cl)c(Cl)c1	0.1	-4.0	-2.9	-2.4	-1.3	-0.3	1.9	0.8	2.5	1.9	-3.7
COC(=O)CN1C(=O)Nc2ccc(C)cc2C1c1ccccc1 (configuration not stated)	-1.1	-4.7	-6.4	-0.3	-1.9	0.6	-0.4	0.5	-12.5	-1.7	0.2
O=C(CCCC(=O)OCC(Cl)=C(Cl)Cl)Nc1ccccc1F	1.6	-2.1	2.1	1.6	-0.7	-0.1	-0.1	0.1	0.0	1.1	-0.4
CCOc1ccc(C(=O)Nc2cccc3nsnc23)cc1[N+](=O)[O-]	-1.7	-4.3	-0.5	-1.5	-1.1	0.1	-1.0	1.0	1.3	-0.7	0.9
O=C1NC[C@H](Cc2ccc(O)cc2)N(C[C@H]2CCCN2C[C@H](Cc2ccccc2)N2C[C@H](Cc3ccccc3)N(CCc3ccccc3)C(=O)C2=O)C1=O	2.5	4.5	0.0	0.4	-1.1	1.0	nt	nt	3.3	-1.7	1.7
COC(=O)C1=C(C)N(Cc2ccccc2C(F)(F)F)C(=NCc2cc(OC)c(OC)c(OC)c2)NC1c1ccccc1C(F)(F)F (configuration not stated)	-1.5	-16.9	-4.5	-0.3	-1.1	0.0	nt	nt	-4.2	-1.5	3.3
COCCNC(=O)C1=NOC(Cn2cc(C#N)c(=O)n(C)c2=O)C1 (configuration not stated)	-3.2	-2.4	-0.2	0.1	-0.5	-0.1	-0.6	0.7	-0.3	1.7	0.5
NC(=O)c1ccc(NC(=O)COC(=O)CCN2C(=O)c3ccccc3C2=O)cc1	-1.6	-3.8	-0.1	-1.1	-1.3	0.9	1.0	-2.1	-7.7	0.2	-2.7
Cc1nc(-c2ccc([N+](=O)[O-])cc2)nc2[nH]ccc(=O)c12	0.6	1.8	-1.4	1.9	-0.7	0.7	2.7	2.1	3.3	4.9	5.1
CN1CCCN(C(=O)C2CCCN(C(=O)c3ccc4c(c3)NC(=O)CS4)C2)CC1 (configuration not stated)	nt	3.3	-1.2	0.9	-1.3	0.4	nt	nt	5.6	-1.2	2.4
CCOC(=O)CSc1nc2nc(Cl)c(Cl)nc2[nH]1	1.8	i	i	2.0	-1.3	0.3	3.5	-0.6	4.6	0.6	-0.4
O=C(Nc1ncccn1)c1ccc([N+](=O)[O-])cc1[N+](=O)[O-]	-0.7	-1.7	-2.6	-0.4	-1.0	-0.4	-2.3	0.1	1.7	-1.2	-5.8
CN(C)S(=O)(=O)c1ccc(C(=O)Nc2cccc(S(=O)(=O)NC3=NCCC3)c2)cc1	-0.7	0.1	-0.2	0.5	-1.0	0.8	-0.5	0.9	1.4	0.4	-1.4
Cc1c(C(=O)Nc2ccc(-c3nnc4n3CCCCC4)cc2)oc2ccc(Br)cc12	0.1	-32.5	-9.5	-2.2	-1.2	0.2	-1.1	3.2	-0.8	-3.4	-1.1
COCCNC(=O)C1(C)CCCN(C(=O)c2cc(C)on2)C1 (configuration not stated)	0.7	-2.9	3.2	1.4	-0.3	-0.9	nt	0.7	2.0	-1.5	-2.3
COc1ccc(N2CCN(C(=O)COc3ccc(S(=O)(=O)N4CCOCC4)cc3C)CC2)cc1	0.9	-3.5	0.7	-1.4	-1.4	-0.5	-1.1	-1.6	-2.0	-1.4	0.8
COc1ccc(-c2c(C#Cc3ccsc3)c3cc(-c4ccc5[nH]ccc5c4)ccc3n2C)cc1	-1.0	-59.5	-18.4	0.1	-0.9	-0.3	-0.7	0.3	0.9	-0.1	-0.5
O=C(COC(=O)c1cc(Br)ccc1O)Nc1cc(S(=O)(=O)N2CCCC2)ccc1Cl	-0.2	-11.1	-7.4	-1.6	-1.5	0.5	-0.7	-0.4	nt	-1.0	-2.7
O=C(N/N=C/c1cccs1)c1cccc(NC(=O)c2ccc(Cl)cc2)c1	-0.2	-17.9	-5.2	0.1	-0.4	-0.1	nt	nt	-0.3	-0.4	-2.6
CCN(CC)S(=O)(=O)c1ccc2oc(Nc3ccccc3)nc2c1	2.2	9.6	0.1	1.5	0.3	0.2	0.6	2.1	-6.4	4.4	3.1
